Screening data: PubChem BioAssay, National Center for Advancing Translational Sciences (NCATS)
D2 agonist = D2 dopamine receptor (human) agonism; activation, % at 2 µM; AID 485358; P14416; HEK293 T-REx D2 cells, calcium flux agonist mode; 340,000 tested, 0.53% active;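 active means activation over 3 SD above normal in the single-dose calcium agonist read, cut at about 30% in these data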; further: 0% is about no effect
Target sequence (P14416 whole entry, looked up): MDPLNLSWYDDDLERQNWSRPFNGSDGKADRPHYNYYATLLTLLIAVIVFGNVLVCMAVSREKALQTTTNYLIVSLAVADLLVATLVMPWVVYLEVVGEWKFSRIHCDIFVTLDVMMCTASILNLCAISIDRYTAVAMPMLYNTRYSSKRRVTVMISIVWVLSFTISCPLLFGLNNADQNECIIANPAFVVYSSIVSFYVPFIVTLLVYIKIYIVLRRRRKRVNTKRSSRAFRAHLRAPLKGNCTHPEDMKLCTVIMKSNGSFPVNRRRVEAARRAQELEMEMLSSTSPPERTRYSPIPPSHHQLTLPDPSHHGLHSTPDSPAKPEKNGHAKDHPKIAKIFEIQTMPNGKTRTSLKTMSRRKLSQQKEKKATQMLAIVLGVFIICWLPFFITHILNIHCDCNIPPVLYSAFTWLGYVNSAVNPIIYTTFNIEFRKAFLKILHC
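Tetracycline-induced HEK293 T-REx cells with force-coupled D2 receptor, plated overnight at 30 C, loaded with no-wash calcium dye. After a 10 s baseline, compound was pin-added and calcium flux read kinetically for 180 s; calcium rises flagged agonists.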
RXFP1 antagonist = RXFP1 (human) relaxin receptor antagonism. HEK293-RXFP1, relaxin-stimulated cAMP HTRF, 30 min; hits give low values. activity change, negative = inhibition, % at 57.5 µM. Q9HBX9. AID 1259400. 350,000 tested, 0.59% active;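 active means activity change of -60% or lower, but not beyond a set lower limit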; further: on the % scale 0 is the no-effect control and ±100 the full control effect
D2 potentiator = D2 dopamine receptor (human) potentiation | P14416 | HEK293 T-REx D2, calcium flux, EC20 dopamine potentiation | potentiation, % at 10 µM | 340,000 tested, 0.34% active | AID 485347;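 active means potentiation over 3 SD above the plate norm, cut at about 30% in these data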; further: 0% is about no effect
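Using a no-wash calcium dye in inducible, force-coupled HEK293 Trex cells expressing D2, we tracked fluorescence each second for 180 s after compound, then for 180 s after EC20 dopamine to detect augmented signalling.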
TRHR PAM = allosteric enhancers of human TRH receptor | TRHR cells, fluo-8 calcium fluorescence, EC20 TRH enhancement | 360,000 tested, 0.66% active | P34981 | enhancement, % at 2 µM; in the data active means enhancement above about 30%; further: 0% is about no effect
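Enhancer read-out: after compound pinning and an initial kinetic agonist-mode read, an EC20 of TRH (10 nM final) was injected and fluo-8 calcium signal (Ex 480/Em 530) followed at 1 s/cycle for 100 cycles in TRHR-expressing cells.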
D1 PAM = enhances dopamine response at the human D1 receptor | 360,000 tested, 0.036% active | P21728 | AID 504651 | HEK293 TREx D1 cells, calcium flux, dopamine EC20 potentiation | potentiation, % at 10 µM; in the data active means potentiation above about 30%; further: 0% is about no effect
Target sequence (P21728 whole entry, looked up): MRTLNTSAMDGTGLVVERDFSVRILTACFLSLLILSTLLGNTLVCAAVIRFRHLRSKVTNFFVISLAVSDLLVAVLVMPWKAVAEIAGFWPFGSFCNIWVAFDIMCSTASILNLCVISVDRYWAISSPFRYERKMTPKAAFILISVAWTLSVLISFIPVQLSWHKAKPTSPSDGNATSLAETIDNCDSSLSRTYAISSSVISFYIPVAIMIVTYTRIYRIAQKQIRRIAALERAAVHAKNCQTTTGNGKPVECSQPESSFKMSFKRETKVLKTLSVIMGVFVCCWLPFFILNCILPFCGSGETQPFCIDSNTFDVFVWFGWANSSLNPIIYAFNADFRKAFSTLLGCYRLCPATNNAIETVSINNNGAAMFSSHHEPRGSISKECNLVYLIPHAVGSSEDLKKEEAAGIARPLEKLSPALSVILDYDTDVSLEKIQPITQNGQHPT
D2 antagonist = antagonizes the human D2 dopamine receptor; 340,000 tested, 2% active; HEK293 TREx D2 cells, calcium flux, dopamine EC80; AID 485344; inhibition, % at 10 µM; P14416; in the data active means inhibition above about 30%; further: 0% is about no effect
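Inhibition of EC80 dopamine-driven calcium flux, recorded kinetically, defines activity here; cells are a tetracycline-induced HEK293 T-REx line expressing force-coupled D2.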
D1 agonist = human D1 receptor agonism | activation, % at 2 µM | AID 504660 | 360,000 tested, 1% active | HEK293 T-REx D1 cells, calcium flux, agonist mode; further: 0% is about no effect
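Agonism was scored from calcium flux recorded over 180 s (1 read/s) after pintool compound addition, following a 10-cycle baseline. Cells were inducible force-coupled HEK293 TREx D1, plated overnight at 30 C and loaded with no-wash calcium dye.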
TRHR ag = TRH receptor (human) agonism. activation, % at 2 µM. TRHR cells, calcium flux fluo-8, FDSS agonist mode. 360,000 tested, 0.18% active; further: 0% is about no effect
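Fluo-8-loaded TRHR cells; 10 s baseline, compound added, kinetic Ca2+ fluorescence read 1/s, agonist mode.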
D1 antag = antagonists of human D1 dopamine receptor; HEK293 TREx D1 cells, calcium flux, dopamine EC80; hits give low values; activity change, negative = inhibition, % at 10 µM; P21728; AID 504652; 360,000 tested, 3.2% active; in the data active means activity change below about -30%; further: on the % scale 0 is the no-effect control and ±100 the full control effect
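Antagonism measured as reduced calcium response to an EC80 dopamine addition following 180 s compound pre-read; cells were inducible HEK293 Trex D1 plated overnight at 30 C, read kinetically at 1 cycle/sec.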
An asterisk follows results filed as active; . = not tested or not shown; & = joins results of further samples. Unless noted, no stated cut-off is given here; in the data, active means activation above about 30%; inactive means the rest.

smiles	D2 agonist	RXFP1 antagonist	D2 potentiator	TRHR PAM	D1 PAM	D2 antagonist	D1 agonist	TRHR ag	D1 antag
O=C(Nc1ccc2c(c1)CCCN2C(=O)c1ccco1)c1cc([N+](=O)[O-])ccc1Cl	0.1	-7.9	-1.0	-4.0	-19.9	1.2	1.1	0.0	-42.3*
Cc1cccc2cc(/C=N/Nc3ccc(C(=O)O)cc3)c(Cl)nc12	2.6	4.7	-3.2	1.9	-2.2	6.1	7.0	3.3	-4.5
O=[N+]([O-])/C(C(Cl)=C(Cl)Cl)=C(/NC1CC1)Sc1ccccc1	0.8	7.7	1.7	2.6	-10.2	2.9	-0.1	-0.4	-6.6
Cc1cc(C)c2c(N)c(C(=O)Nc3nccs3)sc2n1	0.2	7.6	-14.2	-8.3	-2.7	12.1	1.4	-0.3	8.3
CCc1c(C)c2ccc(OCC(=O)OC(C)C)c(C)c2oc1=O	-0.3	2.6	4.6	-6.3	2.9	-12.3	10.9	-0.5	-24.9
Cc1ccc(Cn2nnc(C(=O)Nc3cccc(C)c3C)c2N)cc1	7.2	-17.3	.	-5.9	-5.5	-7.3	94.1*	12.7	-13.6
Cc1ccc2nc(/C(C#N)=C/c3ccc(-c4ccc(C(=O)OC(C)C)cc4)o3)[nH]c2c1	.	-5.6	-11.9	-1.9	7.0	.	165.2*	69.6*	5.7
CN(C)c1ccc(CNC(=O)C2CCN(S(=O)(=O)c3cn(C)cn3)CC2)cc1	.	5.4	4.6	2.9	0.6	.	1.5	-1.0	-2.0
CC(C(=O)c1ccc(-c2ccccc2)cc1)[n+]1cccc(C(N)=O)c1 (centres undefined)	0.5	-4.9	-5.8	0.7	-0.1	13.2	2.0	1.1	0.9
COc1ccccc1-n1c(SCC(=O)N2CCCC2)nnc1-c1ccccc1	0.0	15.3	-7.0	25.9	3.1	2.0	0.1	0.1	8.6
COc1ccc(S(=O)(=O)n2nc(OC(C)=O)cc2N(C(C)=O)C(C)=O)cc1	0.1	.	-2.8	-0.6	-1.2	-7.2	-5.0	-0.3	5.7
CC(C)(C)C(=O)/C(C#N)=C/c1cccs1	-0.1	7.9	-8.1	-6.4	-0.9	-9.1	1.9	-0.8	0.6
Cc1nc([N+](=O)[O-])cn1CC(=O)Nc1ccc(F)c(Cl)c1	-2.5	20.4	-5.3	2.4	-3.4	-22.7	-2.6	0.2	53.0
Cc1cccc(C)c1NC(=O)CN1C(=O)COc2ccccc21	.	0.8	11.2	-9.9	-3.9	.	1.3	-0.7	-12.0
COc1cc(C)ccc1OCCCCOc1ccccc1C(C)=O	0.1	-2.3	-1.6	-10.1	-6.5	10.8	18.2	-0.5	-49.3*
O=C1CCCC2=C1C1O[C@](c3ccsc3)(Cc3c1ccc1ccccc31)O2	.	.	.	-2.3	-3.6	.	10.7	1.2	-2.9
COc1ccc(OC)c(NC(=O)CSc2ncnc3c2cnn3-c2ccccc2Cl)c1	2.8	-3.8	0.2	2.1	-6.0	2.9	8.4	0.3	-19.5
COCCSc1nc(N)c(NC(=O)c2ccc(OC)cc2)c(=O)[nH]1	1.0	4.8	-8.7	1.6	-1.7	2.6	1.3	-0.4	-16.9
CC(C)C[C@H](NC(=O)N1CCn2c1nc1ccccc12)C(=O)NCC1CCCO1 (some centres undefined)	-0.8	1.0	9.4	-11.0	3.0	18.9	1.9	-0.9	-7.4
C/C(=N\NC(=O)C1CCCN(S(=O)(=O)c2ccccc2)C1)c1ccncc1 (centres undefined)	-0.3	-1.1	-0.5	-1.5	2.4	13.0	1.5	0.1	-2.3
Cc1ccccc1C(=O)NCCN=C1NS(=O)(=O)c2ccccc21	-0.7	.	-18.0	-2.9	-1.1	4.3	3.3	-0.1	8.5
Cc1cc(C)cc(NC(=O)COC(=O)c2cc(=O)[nH]c(=O)[nH]2)c1	0.8	-22.0	-4.9	-1.6	-1.1	-6.8	2.1	0.6	11.9
CC(C)(C)OC(=O)N/N=C\c1cccnc1	-0.2	-6.3	3.9	2.7	-4.7	-0.7	2.7	1.9	10.0
Cc1ccc(NC(=O)C/C(N)=N/OC(=O)c2ccccc2)cc1	1.0	-14.9	-0.7	6.5	-4.6	21.9	3.3	-0.4	2.3
CCN=c1scc(-c2ccc3c(c2)NC(=O)CO3)n1N=C1CCCC1	-0.1	2.9&-15.6	-2.9	3.0	-6.6	-3.9	11.5	0.9	-11.8
CCN(CC)CCCNC(=O)C1CCC(CNS(=O)(=O)c2c(C)cc(C)cc2C)CC1 (centres undefined)	0.1	-2.3	2.5	-24.9	-23.9	22.2	1.9	0.2	0.3
O=C(c1ccc(Br)s1)N(Cc1cccnc1)c1nc2ccc(F)cc2s1	1.1	4.1	-4.0	1.5	0.3	.	3.5	0.2	.
Cc1cc(C)c2[nH]c(=O)c(CN(CC3CCCO3)C(=O)c3cnccn3)cc2c1 (centres undefined)	.	-18.1	.	-5.9	0.2	.	1.2	0.2	-13.4
COc1ccc(CCCc2nnc(SCC(=O)Nc3ccc(C)cc3)o2)cc1C	0.6	-8.3	-10.9	11.3	0.2	.	7.1	-0.2	2.7
O=C(NC(=S)N1CCN(Cc2ccccc2)CC1)c1ccccc1	4.1	10.8	4.5	3.3	-0.3	31.2*	-0.2	-0.1	27.6

Other records follow.
smiles	D2 agonist	RXFP1 antagonist	D2 potentiator	TRHR PAM	D1 PAM	D2 antagonist	D1 agonist	TRHR ag	D1 antag
CC(=O)n1cc([C@H]2C=C(C(=O)N3CCN(Cc4ccccc4)CC3)O[C@@H](OCc3ccc(CO)cc3)C2)c2ccccc21	27.2	.	-2.5	0.3	-2.0	26.7	9.5	1.0	-2.8
O=C(COC(=O)c1cc(-c2cccs2)nc2ccccc12)c1ccc(Cl)cc1	1.6	.	-11.8	-3.4	0.5	.	4.9	1.2	20.1
CCOC1=NS(=O)(=O)c2ccccc21	-0.2	18.2	-7.1	-3.9	4.0	10.9	2.3	0.1	-4.3
COc1ccc(CCNC(=O)c2ccco2)cc1OC	-0.7	-24.2	6.0	4.1	-2.0	-4.4	2.8	0.8	25.1
Cc1nnc(SCC(=O)N(C)c2ccccc2)n1Cc1ccccc1	-0.2	13.6	2.0	0.8	2.1	2.4	1.7	0.3	-2.8
O=C1c2ccc(-c3ccc4c(c3)C(=O)N(CCCO)C4=O)cc2C(=O)N1CCCO	-0.3	5.2	0.7	2.5	-0.8	-4.3	2.3	0.2	1.8
COC(=O)c1cc(C(=O)c2cccc(Cl)c2Cl)cn1C	0.4	-15.7	0.6	-6.4	-2.0	-4.9	8.1	-0.5	9.3
O=[N+]([O-])c1ccc(SCCc2ccccn2)cc1	-0.3	-2.5	-9.0	-5.0	-6.9	-4.7	2.0	0.0	-16.8
CCN(Cc1ccccc1)C(c1cccs1)c1nnnn1C1CCCCC1 (centres undefined)	-0.1	-7.0	1.9	0.1	-3.0	8.4	6.8	0.5	11.8
COc1ccccc1N1CCN(C(=O)c2cc(-c3cccc(Cl)c3)on2)CC1	2.6	-33.6	9.1	-3.4	-2.9	7.7	2.8	0.4	17.2
COc1ccc([C@H]2Cc3cccc(O)c3C(=O)O2)cc1O	0.7	.	-7.6	-3.5	-2.2	-6.3	-0.1	-0.3	1.5
CC1CCC(NC(=O)CNC(=O)c2cccs2)CC1 (centres undefined)	0.0	-3.7	6.1	2.3	-5.0	13.9	3.3	0.8	2.7
Oc1ccccc1Oc1c(F)c(F)nc(N2CCCC2)c1F	0.1	-5.2	-5.0	-2.8	5.8	-9.5	1.6	-0.3	-25.2
Cc1ccc2c(C)c(C(=O)NCCc3ccco3)oc2c1C	0.7	-1.8	-6.2	-1.7	1.3	7.2	1.5	3.4	-0.9
CCOc1ccc(CN(C)C(=O)CNC(=O)Cc2cccc3ccccc23)cc1	-1.2	-11.5	0.8	-0.7	-0.1	-2.4	2.8	-0.8	-0.8
CCn1c(SCC(=O)Nc2ccc(C(C)=O)cc2)nnc1C1CC1	1.7	-12.6	2.6	11.9	.	-7.4	3.1	1.0	1.9
CC1CN(C(=O)N2CCCCC2)CCN1C(=O)N1CCCCC1 (centres undefined)	-0.9	14.2	8.2	-0.6	-3.5	7.3	1.2	0.4	-4.3
Cc1cc(C2=NNC(=Nc3ccc(S(=O)(=O)N4CCOCC4)cc3)SC2)c(C)n1CC1CCCO1 (centres undefined)	-0.1	-7.7	-2.7	-6.1	-3.1	-19.3	0.7	-0.7	1.9
CC(Sc1nnc2ccccn12)C(=O)Nc1ncc(Cl)cc1Cl (centres undefined)	0.5	-2.8	12.8	-8.8	-2.4	-5.0	0.4	0.7	4.9
Nc1nc(N)c2nc(CNc3ccc(C(=O)NC(CCC(=O)O)C(=O)O)cc3)cnc2n1 (centres undefined)	-0.2	.	1.9	4.3	-2.4	-12.4	7.5	0.8	-29.7
O=C(Cc1ccc(-n2c(=O)[nH]c3ccccc3c2=O)cc1)N1CCN(c2ccccc2)CC1	-0.6	-0.5	17.1	-1.2	-7.2	-15.2	0.2	-0.8	-1.3
Cc1noc(C)c1CSc1nnc(-c2ccccc2F)n1CCc1ccccc1	-0.3	-6.2	11.0	-2.5	-5.2	-1.8	0.3	-0.3	-7.3
NNC(=O)c1cc2ccccc2cc1O	-0.7	15.5	8.7	-6.8	-3.0	10.2	8.7	0.9	-10.0
Cc1ccc(COc2ccc(-c3nnco3)cc2)cc1	-0.6	9.4	-20.0	-3.1	-4.8	11.9	0.4	-1.0	-2.2
O=C(c1ccccc1F)N(Cc1ccccc1)C1CCS(=O)(=O)C1 (centres undefined)	0.9	-0.3	-3.8	3.3	-3.5	-2.3	3.4	0.2	1.5

Four of these compounds in another layout:
> CCn1c(SCC(=O)Nc2ccc(C(C)=O)cc2)nnc1C1CC1
  D2 agonist: 1.7; RXFP1 antagonist: -12.6; D2 potentiator: 2.6; TRHR PAM: 11.9; D1 PAM: .; D2 antagonist: -7.4; D1 agonist: 3.1; TRHR ag: 1.0; D1 antag: 1.9
> CC1CN(C(=O)N2CCCCC2)CCN1C(=O)N1CCCCC1 (centres undefined)
  D2 agonist: -0.9; RXFP1 antagonist: 14.2; D2 potentiator: 8.2; TRHR PAM: -0.6; D1 PAM: -3.5; D2 antagonist: 7.3; D1 agonist: 1.2; TRHR ag: 0.4; D1 antag: -4.3
> Cc1cc(C2=NNC(=Nc3ccc(S(=O)(=O)N4CCOCC4)cc3)SC2)c(C)n1CC1CCCO1 (centres undefined)
  D2 agonist: -0.1; RXFP1 antagonist: -7.7; D2 potentiator: -2.7; TRHR PAM: -6.1; D1 PAM: -3.1; D2 antagonist: -19.3; D1 agonist: 0.7; TRHR ag: -0.7; D1 antag: 1.9
> CC(Sc1nnc2ccccn12)C(=O)Nc1ncc(Cl)cc1Cl (centres undefined)
  D2 agonist: 0.5; RXFP1 antagonist: -2.8; D2 potentiator: 12.8; TRHR PAM: -8.8; D1 PAM: -2.4; D2 antagonist: -5.0; D1 agonist: 0.4; TRHR ag: 0.7; D1 antag: 4.9

Entries of single compounds from above. Screens in order: D2 agonist, RXFP1 antagonist, D2 potentiator, TRHR PAM, D1 PAM, D2 antagonist, D1 agonist, TRHR ag, D1 antag
O=C1c2ccc(-c3ccc4c(c3)C(=O)N(CCCO)C4=O)cc2C(=O)N1CCCO is entered as -0.3, 5.2, 0.7, 2.5, -0.8, -4.3, 2.3, 0.2, 1.8
Cc1ccc(Cn2nnc(C(=O)Nc3cccc(C)c3C)c2N)cc1 is entered as 7.2, -17.3, ., -5.9, -5.5, -7.3, 94.1*, 12.7, -13.6
